Assay outcomes: PubChem, National Center for Advancing Translational Sciences (NCATS)
RORg inh: qHTS for inhibitors of ROR gamma transcriptional activity. Nuclear receptor ROR-gamma (Mus musculus), P51450. Drosophila S2 Gal4-RORgamma UAS-luciferase reporter, 20 h. 310,000 tested, 5.4% active. Potency, µM (top dose mostly 53.6 µM), for the others: top-dose activity change, negative = inhibition, most hits filed as inhibitors. AID 2551, 2010; also: potency is read from the fitted curve at half-maximal effect; % is scaled to controls: 0 for no effect and ±100 for the full control effect; nearly all actives have a fitted effect of over 60% in size
Target sequence (P51450 whole entry, looked up, the tested form may be a part): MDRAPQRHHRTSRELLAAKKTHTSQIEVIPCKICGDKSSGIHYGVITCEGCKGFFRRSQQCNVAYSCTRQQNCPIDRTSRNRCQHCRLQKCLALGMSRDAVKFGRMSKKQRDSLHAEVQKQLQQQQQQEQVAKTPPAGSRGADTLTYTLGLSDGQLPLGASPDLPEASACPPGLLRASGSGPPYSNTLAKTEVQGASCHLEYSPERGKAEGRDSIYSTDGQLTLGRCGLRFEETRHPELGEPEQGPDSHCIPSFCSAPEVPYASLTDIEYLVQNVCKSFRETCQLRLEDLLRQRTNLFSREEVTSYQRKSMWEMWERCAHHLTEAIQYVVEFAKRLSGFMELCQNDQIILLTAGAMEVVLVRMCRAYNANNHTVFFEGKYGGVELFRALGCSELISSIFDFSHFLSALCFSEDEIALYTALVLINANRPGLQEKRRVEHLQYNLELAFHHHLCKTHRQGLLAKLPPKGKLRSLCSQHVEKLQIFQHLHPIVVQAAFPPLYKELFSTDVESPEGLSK
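Compounds are pin-transferred onto Drosophila Schneider cells expressing a copper-inducible Gal4–ROR gamma transactivation domain fusion. After 1 hr, copper sulfate is added to 700 uM final; luciferase is read 20 hr later.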
ELG1 repair inh: qHTS screen for small molecules that inhibit ELG1-dependent DNA repair in human embryonic kidney (HEK293T) cells expressing luciferase-tagged ELG1; 330,000 tested, 2.3% active; Potency, µM (series often up to 46.1 µM), without a hit: at the top dose activity change, negative = inhibition, hits mostly inhibitors; HEK293T ELG1-luciferase reporter, luminescence, 16 h; DNA damage induced by 5-fluorouridine; AID 504467, 2011; also: potency is read from the fitted curve at half-maximal effect; % is scaled to controls: 0 for no effect and ±100 for the full control effect; nearly all actives have a fitted effect of over 55% in size
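Luminescence from the luciferase reporter, measured 30 min after ONE-Glo reagent at room temperature, was the read-out. Beforehand, 2,000 cells per well were exposed for 16 hr at 37 °C to 5-fluorouridine together with compound or vehicle.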
FLuc counter: qHTS profiling assay for firefly luciferase inhibitor/activator using purifed enzyme and Km concentrations of substrates (counterscreen for miR-21 project); 360,000 tested, 6.9% active; AID 588342, 2011; purified FLuc, Km substrates, luminescence inhibition; Potency, µM (top dose mostly 57.5 µM), for inactives: at the highest dose activity change, negative = inhibition, usual class: inhibitors; Luciferin 4-monooxygenase (Photinus pyralis), P08659;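 also: potency is read from the fitted curve at half-maximal effect; plate controls were vehicle for no effect and reference inhibitor for full effect; nearly all actives have a fitted effect of over 55% in size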
Target sequence (P08659 whole entry, looked up): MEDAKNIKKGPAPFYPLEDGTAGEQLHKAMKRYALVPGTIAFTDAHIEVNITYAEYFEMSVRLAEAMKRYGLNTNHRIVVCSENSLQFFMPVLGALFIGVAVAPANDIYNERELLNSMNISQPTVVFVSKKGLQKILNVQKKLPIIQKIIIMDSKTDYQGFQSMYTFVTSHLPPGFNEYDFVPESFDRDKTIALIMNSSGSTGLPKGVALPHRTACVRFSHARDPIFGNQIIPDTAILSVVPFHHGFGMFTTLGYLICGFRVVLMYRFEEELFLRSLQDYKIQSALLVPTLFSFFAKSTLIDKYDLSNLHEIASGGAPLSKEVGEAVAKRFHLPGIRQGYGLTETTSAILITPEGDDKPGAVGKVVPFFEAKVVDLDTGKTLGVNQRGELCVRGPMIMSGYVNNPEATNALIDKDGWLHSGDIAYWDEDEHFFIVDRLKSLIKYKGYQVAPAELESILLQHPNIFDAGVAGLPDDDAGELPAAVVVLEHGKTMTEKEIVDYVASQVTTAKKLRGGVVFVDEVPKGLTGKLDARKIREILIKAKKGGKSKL
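Purified P. pyralis luciferase, 10 nM final, with Km-level 10 uM D-luciferin and 10 uM ATP in 50 mM Tris acetate pH 7.5, 10 mM Mg acetate, 0.01% Tween-20, 0.05% BSA; 6-point qHTS titration about 60 µM downward; luminescence read.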
p53 reactivation: qHTS assay for re-activators of p53 using a Luc reporter. Potency, µM (highest dose often 92.2 µM), for the others: at the highest dose activity change, positive = activation, hits mostly activators. 320,000 tested, 0.063% active. H1299 p53-A138V BP100-luciferase reporter, luminescence, 24 h; also: potency is read from the fitted curve at half-maximal effect; % of control where 0% means no effect; nearly all actives have a fitted effect of over 45% in size
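p53-null H1299 cells stably carrying temperature-sensitive p53-A138V and a BP100-luciferase reporter were pinned with compounds (4-point, 1:5 series) and held 24 hrs at 37 deg C. Luminescence was read 10 min after detection reagent.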
Tb PFK block: qHTS Assay to Find Inhibitors of T. brucei phosphofructokinase; 330,000 tested, 0.17% active; T. brucei PFK, ADP-Glo luminescence; Potency, µM (titrated, usually from 57.5 µM), inactives show at the highest dose activity, negative = inhibition, usual class: inhibitors; ATP-dependent 6-phosphofructokinase (Trypanosoma brucei brucei), O15648;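 also: potency is read from the fitted curve at half-maximal effect; 0% = uninhibited 1x PFK enzyme wells and -100% = no-enzyme wells; nearly all actives have a fitted effect of over 60% in size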
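1.25 nM PFK with 0.5 mM F6P and 0.1 mM ATP in 0.1 M TEA pH 8.0, 5 mM MgCl2, incubated 45 min at room temperature; ADP measured by ADP-Glo luminescence; compounds titrated up to 57 uM.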
ELG1 genotoxic: qHTS screen for small molecules that induce genotoxicity in human embryonic kidney (HEK293T) cells expressing luciferase-tagged ELG1. HEK293T ELG1-luciferase reporter, luminescence, 16 h. Potency, µM (highest dose often 46 µM), without a hit: at the highest dose activity change, positive = activation, most hits filed as activators. 330,000 tested, 1.3% active; also: potency is read from the fitted curve at half-maximal effect; % of control where 0% means no effect; nearly all actives have a fitted effect of over 60% in size
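Quantitative HTS format in 1536-well plates. HEK293T ELG1-luciferase reporter cells receive test compound and are incubated 16 hr at 37 °C, 5% CO2; ONE-Glo added, 30 min room temperature, then luminescence read.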
NPC1 promoter act: qHTS Assay for NPC1 Promoter Activators. Huh7 NPC1 promoter luciferase reporter, 24 h. Potency, µM (top dose mostly 9.22 µM), for inactives: top-dose activation, hits mostly activators. 320,000 tested, 2.4% active;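 also: potency is read from the fitted curve at half-maximal effect; % of control where 0% means no effect; nearly all actives have a fitted effect of over 60% in size; reporter is driven by a mutant NPC1 promoter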
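Stably transfected Huh7 (NPC1 promoter→luciferase), 1500 cells/well in Opti-MEM + 10% FBS, 2 h settle, then compound 24 h at 37 °C. Luminescence after 10 min with Amplite reagent.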
Gal4-VP16 FLuc: VP16 counterscreen qHTS for inhibitors of ROR gamma transcriptional activity | Drosophila S2 Gal4-VP16 UAS-luciferase, luminescence, 20 h | Potency, µM (top dose mostly 53.6 µM), for inactives: at the top dose activity, negative = inhibition, usual class: inhibitors | 310,000 tested, 3.5% active | AID 2546, 2010;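 also: Gal4-VP16 expression switched on by copper sulfate through the metallothionein promoter; potency is read from the fitted curve at half-maximal effect; % is scaled to controls: 0 for no effect and ±100 for the full control effect; nearly all actives have a fitted effect of over 50% in size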
BRCA1 expr up: qHTS Assay to Identify Small Molecule Activators of BRCA1 Expression; MCF7-BRCA1-FFLuc reporter, luminescence, 48 h; response scale: scaled: vehicle 0%, 10 µM genistein 100%; Potency, µM (highest dose often 46.1 µM), without a hit: top-dose activation, most hits filed as activators; 380,000 tested, 1.1% active; also: potency is read from the fitted curve at half-maximal effect; nearly all actives have a fitted effect of over 80% in size; some results filed as inactive show a strong effect at the top dose
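Luminescence from a BRCA1-driven firefly luciferase in MCF7 cells was the read-out, taken 15 min after substrate addition following 48 h compound exposure at 37 °C. Data were normalized to a 10 microM genistein control and DMSO vehicle.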
Rab9 prom act: qHTS Assay for Rab9 Promoter Activators | Huh7 Rab9 promoter-luciferase reporter, luminescence, 24 h | Potency, µM (top dose mostly 9.22 µM), for inactives: at the top dose activation, negative = inhibition, most hits filed as activators | 320,000 tested, 2.8% active | AID 485297, 2010; also: potency is read from the fitted curve at half-maximal effect; % of control where 0% means no effect; nearly all actives have a fitted effect of over 60% in size
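Luciferase signal after 10 min detection reagent at ambient indicates Rab9 promoter upregulation; stably transfected Huh7 cells were treated 24 h with compound in DMSO at 37 °C, 5% CO2.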
TRPV1 agonist: HTS Assay for Compounds that Act as Agonists of the Vanilloid Receptor 1. Transient receptor potential cation channel subfamily V member 1 (Homo sapiens), Q8NER1. TRPV1-expressing cells, Fluo-8 calcium influx, agonist mode. activation, % at 8.33 µM. 320,000 tested, 0.19% active; in the data active = activation above about 80%; inconclusive = between about 30% and that limit; also: 0% is about no effect
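TRPV1-expressing cells were cultured overnight at 35.5C and loaded with Fluo-8 calcium dye for 40 to 90 min at room temperature. After a 10 s baseline, compound was added and calcium influx was read kinetically for 3 min (ex 480/em 520 nm).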
Active calls of the source: *; ? = inconclusive; nt = no result given; & = joins results of further samples; [ ] = another dose, or the depositor's remark. Unless noted, calls follow the shape of the dose curve; as a rule, active = well fitted curve in the direction sought with a large enough effect; inconclusive = small, poorly fitted or top-dose-only effect, or another doubt; inactive = no such curve, though single readings can be large; an effect the other way counts as inactive or inconclusive.

The line under a structure holds: Gal4-VP16 FLuc	RORg inh	FLuc counter	BRCA1 expr up	Tb PFK block	NPC1 promoter act	TRPV1 agonist	p53 reactivation	ELG1 repair inh	Rab9 prom act	ELG1 genotoxic
[1] O=C(c1ccc(C(F)(F)F)cc1)c1c[nH]c(C(=O)NCCCn2ccnc2)c1
→ -7%	33%	-8%	-25%	-1%	-1%	-1	-1%	-2%	0%	2%
[2] CCOc1ccc(-n2nnc3c(=O)n(CC(=O)Nc4cc(C)on4)cnc32)cc1
→ -6%	-2%	4%	7%	5%	-7%	11	4%	10%	-2%	?
[3] CC(=O)c1ccc(NC(=O)c2noc(C)c2[N+](=O)[O-])cc1
→ -3%	26%	-14%	36%	-4%	3%	?	?	?	11%	9%
[4] Cc1ccc(S(=O)(=O)CCc2nnc(NC(=O)CCl)s2)cc1C
→ ?	?	-1%	9%	2%	-12%	2	-13%	?	-30%	-8%
[5] Cc1ccc(CNCc2cccnc2)cc1
→ 7%	-1%	1%	-17%	-3%	6%	0	2%	3%	-3%	0%
[6] CCNC(=O)CSc1ncnc2sccc12
→ 4%	19%	2%	5%	-7%	1%	-2	1%	2%	-2%[1.84 µM]	1%
[7] Cc1ccc(CSCC(=O)N/N=C/c2sccc2C)cc1
→ ?	?	-1%	-2%	-1%	-3%	20	-2%	-10%	-2%	10%
[8] COc1ccc(N=Cc2nc(-c3ccccc3)oc2OC(C)=O)cc1
→ -8%	?	-10%	-12%	-3%	2%	1	4%	?	2%	0%
[9] Cc1cc(C)cc(NC(=O)CSc2nc(=O)n(CCCN3CCOCC3)c3c2CCCC3)c1
→ nt	nt	3%	-19%	0%	-2%	-5	-1%	-30%	0%	0%
[10] Cn1c(CCNC(=O)c2cc(COc3ccc(F)c(F)c3)on2)nc2ccccc21
→ 27%	?	3%	3%	-10%	20%	0	-11%	3%	?	-2%
[11] CC(C)C[C@H](NC(=O)N1CCn2c1nc1ccccc12)C(=O)NCc1ccco1
→ -11%	2%	-3%	-8%	-1%	-2%	3	-4%	-3%	-2%	-1%
[12] COc1ccc(-c2csc(NC(=O)c3ccc(OCC(=O)N4CCOCC4)c(OC)c3)n2)cc1OC
→ -10%	0%	?	-73%	1%	0%	1	5%	4.6µM*	-12%	-10%
[13] CC1(C)CC(=O)c2c(O)cc(OCC(=O)N3CCN(c4ccc(F)cc4)CC3)cc2O1
→ 6%	13%	21µM*	0%	-14%	-3%	?	5%	?	4%	-13%
[14] COc1cccc(/C=C2\Sc3ccc(C(=O)NCC4CCCO4)cc3N(C)C2=O)c1 (centres undefined)
→ 7%	7%	?	-29%	-5%	-2%	-3	-6%	21µM*	7%	-11%
[15] COc1ccc(C(=O)Nc2ccc(S(=O)(=O)Nc3nccc(C)n3)cc2)cc1
→ -1%	14%	-18%	-5%	9%	0%	0	-3%	17%	1%[1.84 µM]	0%
[16] C=CCn1c(C)cc(C(=O)CSc2nc(N)cc(N)n2)c1C
→ 5%	?	21µM*	63%	-3%	1%	-1	18%	0%	21%	3%
[17] Cc1c(Nc2c3ccccc3nc3ccccc23)c(=O)n(-c2ccccc2)n1C
→ -2%	37%	6%	31%	-2%	-1%	5	-5%	17%	-5%	1%
[18] N#Cc1c(-n2cccc2C=O)sc2c1CCCC2
→ 18%	-17%	-6%	36%	0%	-11%	?	0%	-1%	-5%	0%
[19] Cc1cc(OCCCCCN2CCCC2)ccc1Cl
→ -17%	5%	5%	-25%	-8%	0%	0	17%	-7%	-3%	-2%
[20] CC(NC(=O)c1ccccc1)C(=O)OCn1nnc2ccccc2c1=O (centres undefined)
→ nt	nt	0%	-16%	0%	3%	0	0%	16%	-1%	2%
[21] O=C(Nc1ccc(NC(=O)c2cccnc2)cc1)c1ccccc1
→ -5%	1%	3%	-2%	3%	14%	2	3%	27%	6%	11%
[22] COCCNC(=O)c1cc(-c2ccccc2OC)on1
→ 9%	9%	21µM*	-15%	-2%	9%	nt	?	?	?	?
[23] Cn1cccc1C(NC(=O)c1ccccc1)C(Cl)(Cl)Cl (centres undefined)
→ 6%	21%	-1%	5%	-1%	3%	22	1%	4%	3%	-4%
[24] CCCCn1c(N)c(N(CC(C)C)C(=O)C2CCN(S(=O)(=O)c3ccccc3)CC2)c(=O)[nH]c1=O
→ nt	nt	3%	20%	16%	1%	-4	0%	14%	2%	0%
[25] Cc1nn(-c2ccccc2)c(C)c1/C=C/C(=O)OCC(=O)Nc1ncc(C(F)(F)F)cc1Cl
→ -5%	1%	-2%	-6%	-2%	1%	-3	2%	1%	-2%	4%
[26] Cc1cccc(N2CCN(c3ccc4cc(S(=O)(=O)N5CCCCC5)ccc4n3)CC2C)c1 (centres undefined)
→ 0%	-16%	0%	-2%	0%	-20%	-3	-6%	-4%	-26%	3%
[27] CCOc1ccccc1OCCCC(=O)N1CCN(S(=O)(=O)c2cccc(F)c2)CC1
→ 5%	-3%	0%	-19%	?	-1%	21	-2%	-20%	0%	-5%
[28] CC(=O)NS(=O)(=O)c1ccc(NC(=O)C(C)NS(=O)(=O)/C=C/c2ccccc2)cc1 (centres undefined)
→ nt	nt	nt	11%	4%	nt	nt	0%	?	nt	0%
[29] S=c1[nH]cc(-c2ccccc2)n1-c1cccc(Cl)c1
→ 4.5µM*	2.5µM*	-2%	-44%	-25%	-1%	-2	-12%	-9%	1%	-3%
[30] Cc1cc(C)nc(NC2=NCCN2C(=O)NC2CCCCC2)n1
→ 12%	-28%	4%[2.3 µM]	-19%	-1%	1%	3	6%	0%	-2%	-1%
[31] COc1ccc(-c2nc(NC(=O)c3nc4nccc(C)n4n3)sc2C)cc1
→ -17%	-22%	?	-30%	2%	-4%	-4	-8%	-8%	-2%	2%
[32] COC(=O)CC(c1ccc(F)cc1)n1c(C)ccc1C (centres undefined)
→ -4%	-25%	-1%	-3%	-2%	-4%	2	16%	11%	2%	9%
[33] CCN(CC(=O)Nc1c(F)cccc1F)C(=O)c1ccc(COc2ccccc2)cc1
→ nt	nt	2%	30%	-4%	2%	0	14%	7%	6%	-5%
[34] O=C(CCCCCBr)N1CCC(CC2CC(c3cccc(Br)c3)=NO2)(C(=O)NCC2CCCCC2)CC1 (centres undefined)
→ 1%	42%	0%	-44%	1%	-2%	0	nt	?	0%	-15%
[35] CCn1c(SCC(=O)Nc2nc(C)cs2)nnc1C(C)NC(=O)c1ccccc1 (centres undefined)
→ -4%	12%	2%	0%	-1%	-2%	3	-4%	-5%	-4%	-1%
[36] O=C(ONc1ccc(N=NC(=O)c2ccccc2O)cc1)c1ccccc1
→ 6%[0.365 µM]	7.1µM*	8.5µM*	37%	3%	?	-1	12%	?	4µM*	10µM*
[37] COc1ccc(OC(C)C(=O)N2CCCc3ccccc32)cc1 (centres undefined)
→ -9%	33%	-11%	0%	-11%	0%	-1	-1%	?	0%	6%
[38] Cc1ccc2c(c1)-c1[nH]c(=S)ncc1CS2
→ -13%	2.2µM*	-17%	-7%	-9%	0%	1	3%	5%	-2%	2%
[39] O=C(CCCC(=O)c1ccc(F)cc1)c1ccc(F)cc1
→ -15%	-3%	3µM*	2.5µM*	-7%	2.8µM*	?	?	?	1µM*	?
[40] Cc1cccc(C)c1N(CC(=O)N1CCN(c2ccccc2F)CC1)S(C)(=O)=O
→ -1%	25%	0%	-27%	3%	0%	0	-2%	-7%	-4%	-6%
[41] CC(=O)Oc1ccccc1C(=O)O
→ -22%&5%&-13%&0%	4%&29%&10%&-3%	nt	-4%	nt	0%[46.1 µM]	nt	nt	nt	2%[46.1 µM]	nt
[42] COc1cc2c(cc1OC)C(c1cc(C)ccc1C)CC(=O)N2 (centres undefined)
→ 7%	-3%	1%	-34%	1%	-3%	22	-10%	0%	1%	10%
[43] CCOC(=O)c1[nH]c2ccc(C(=O)OC)cc2c1C(=O)OCC
→ 12%	-5%	0%	-10%	0%	1%	?	nt	?	0%	-7%
[44] Cc1cc(NC(=O)CCCC(=O)Nc2ccc(F)cc2)no1
→ -1%[0.365 µM]	20%	5%	-9%	-1%	3%	-1	-1%	8%	0%	-7%
